# Screens deposited in PubChem BioAssay by several laboratories.
# GPR35 antagonists: GPR35 antagonists blocking zaprinast-driven arrestin recruitment, primary screen, imaging, U2OS, beta-arrestin-GFP, zaprinast agonist (AID 2058) | U2OS GPR35 beta-arrestin-GFP translocation imaging, zaprinast antagonism; higher % means a stronger effect | one-dose inhibition, % at 10 µM; IC50 in µM for titrated hits | 290,000 tested, 0.052% active;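 active = inhibition of at least 50% with at least 30 cells and total cytoplasm GFP at most 10,000,000; inconclusive = under 30 cells or total GFP of 10,000,000 plus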
# Yfh1-depleted yeast: mitochondrial function rescue without frataxin homolog – Friedreich's ataxia, plus single-dose screen, dose response (AID 1465) | S. cerevisiae Yfh1-off respiration, WST-1 reduction, 72 h; higher fold induction means a stronger effect | 220,000 tested, 0.074% active | fold induction at 50 µM; hits with a dose series show EC50 in µM;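 active = fold induction of absorbance versus untreated yeast above a set limit, then at least 30% activation at any dose in follow-up; inconclusive = repeats straddling the limit, or above it without dose testing; inactive = fold induction below the set limit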;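 note: activators that raise dye reduction in frataxin-depleted yeast; strong numbers were not always called active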
# GPR55 activation: GPR55 agonists via beta-arrestin recruitment, primary screen, imaging, U2OS cells, beta-arrestin-GFP redistribution (AID 1961) | U2OS GPR55 beta-arrestin-GFP redistribution imaging; higher % means a stronger effect | 290,000 tested, 0.048% active | activation, % at 10 µM, or EC50 in µM where a hit was titrated;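 active = activation above 40% with more than 50 cells counted in the well; inconclusive = wells holding fewer than 50 cells, flagged as toxic or sparse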;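 note: U2OS osteosarcoma cells stably expressing GPR55 and beta-arrestin-GFP; plate controls were DMSO negative control for no effect and LPI positive control for full effect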
# SV40 large T antigen: SV40 large T antigen inhibitors, biochemical (AID 1903) | SV40 large T antigen ATPase/helicase inhibition assay; higher % means a stronger effect | one-dose inhibition, % at 20 µM; IC50 in µM for titrated hits | 310,000 tested, 0.39% active; in the data active = a potency from the dose series; inconclusive = inhibition mostly from about 32% at the one dose, without a potency; inactive = the rest, 99 in 100 with inhibition below about 32%; note: strong numbers were not always called active
# Dengue-2 NS5 capping: Dengue-2 NS5 methyltransferase inhibitors, primary screen, biochemical, confirmation dose response (AID 588689) | Dengue-2 NS5 methyltransferase capping enzyme assay, biochemical; higher % means a stronger effect | inhibition, % at 25 µM; hits with a dose series show IC50 in µM | 340,000 tested, 0.3% active; in the data active = a potency from the dose series; inconclusive = inhibition above about 29% without an active follow-up result
# Rac1 GTP hydrolysis: MgcRacGAP GTPase-activating activity inhibitors, confirmation, biochemical, ADP Hunter fluorescence; MgcRacGAP-stimulated Rac1 GTP hydrolysis, ADP Hunter fluorescence; higher % means a stronger effect; GST-tagged Rac1 F28L mutant substrate; 340,000 tested, 0.6% active; one-dose inhibition, % at 30 µM; IC50 in µM for titrated hits;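 active = first-screen hits whose inhibition reached a set limit at any dose in the follow-up dose series; inconclusive = inhibition above the set first-screen limit but never retested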;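 note: fluorescence reports GDP produced by GAP-driven GTP hydrolysis; strong numbers were not always called active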
# AID2073: disruptors of CaV2.2 binding to Mint1 – biochemical, HTRF (AID 2073) | inhibition, % at 20 µM, or IC50 in µM where a hit was titrated | 290,000 tested, 0.19% active | HTRF protein-protein interaction, Mint1-CaV2.2; higher % means a stronger effect; in the data active = inhibition mostly above about 51%, no sharp cut-off; inconclusive = no clear call, values can overlap the other calls; inactive = mostly below about 53%; note: some results filed as inactive read as strong as hits
# GPR55 antagonists: GPR55 antagonists blocking LPI-driven arrestin recruitment, primary screen, imaging, U2OS, beta-arrestin-GFP, LPI agonist (AID 2013); one-dose inhibition, % at 10 µM; IC50 in µM for titrated hits; U2OS GPR55 beta-arrestin-GFP translocation imaging, LPI antagonism; higher % means a stronger effect; 290,000 tested, 0.13% active;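 active = spots per cell inhibited over 60%, with over 100 cells counted and total cytoplasm intensity under 500,000; inconclusive = wells with under 100 cells, flagged as likely toxic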;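 note: U2OS cells stably carrying GPR55 and arrestin-GFP stimulated by 5 µM LPI near EC80; imaged beta-arrestin-GFP aggregate spots per cell after agonist stimulation; plate controls were LPI-stimulated DMSO wells for no effect and DMSO wells without LPI for full effect; some results filed as inactive read as strong as hits; confirmed hits need IC50 under 10 µM and bright autofluorescent wells are also inconclusive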
# NTR1 agonist: agonists of NTR1, primary screen, imaging, U2OS cells, beta-arrestin-GFP, high content (AID 493036) | NTR1-U2OS beta-arrestin-GFP spot imaging, agonist mode | activation, % at 20 µM | P30989 | 330,000 tested, 0.17% active;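 active = activation at or above 40% of the spot to cytoplasm intensity ratio, with at least 20 cells analyzed; inconclusive = wells under 20 cells, flagged as cytotoxic or low count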;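 note: 0% = DMSO without peptide and 100% = 100 nM NTR1 peptide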
# Target sequence (P30989 whole entry, looked up): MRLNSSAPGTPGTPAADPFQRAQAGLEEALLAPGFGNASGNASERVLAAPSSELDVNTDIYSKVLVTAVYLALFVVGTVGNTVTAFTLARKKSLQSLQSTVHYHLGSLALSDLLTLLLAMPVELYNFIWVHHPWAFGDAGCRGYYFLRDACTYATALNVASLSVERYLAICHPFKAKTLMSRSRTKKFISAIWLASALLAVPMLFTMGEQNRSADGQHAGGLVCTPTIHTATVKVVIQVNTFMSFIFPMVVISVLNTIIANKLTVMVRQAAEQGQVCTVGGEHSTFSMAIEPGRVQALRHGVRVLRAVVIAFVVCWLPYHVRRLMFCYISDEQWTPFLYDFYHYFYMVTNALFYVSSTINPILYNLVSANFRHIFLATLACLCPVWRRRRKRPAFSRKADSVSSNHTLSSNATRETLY
# NTR1 agonist cell count 20 µM: second read-out of NTR1 agonist, no call of its own (marks repeat the call); cell count; measured here: cell count, cytotoxicity flag
# Dengue-2 NS5 capping pilot replicate: further read-out of Dengue-2 NS5 capping, marked with its call; inhibition, %; measured here: pilot screen replicate inhibition
# Starred values were filed as active, the others as inactive; i = inactive; ? = inconclusive; . = not tested or not shown. Compounds were not picked by outcome; any-hit rate near 1.7%.
SMILES,GPR35 antagonists,Yfh1-depleted yeast,GPR55 activation,SV40 large T antigen,Dengue-2 NS5 capping,Rac1 GTP hydrolysis,AID2073,GPR55 antagonists,NTR1 agonist,NTR1 agonist cell count 20 µM,others
O=C(CSC(=S)N1CCN(c2ccccc2)CC1)Nc1nc(-c2ccccc2)c(-c2ccccc2)o1,5%,i,0.5%,7%,-7%,6%,23%,9%,-0.1,80,
COc1ccccc1N1CCN(C(=O)c2ccc(CS(=O)(=O)c3ccccc3OC)o2)CC1,-7%,i,-0.1%,7%,-11%,3%,-3%,8%,-1.5,100,Dengue-2 NS5 capping pilot replicate=-6.7
Nn1c(SC/C=C/c2ccccc2)nnc1-c1ccco1,-11%,.,-0.1%,20%,-2%,-19%,-7%,10%,1.6,95,
CCc1ccc2c(CC(=O)Nc3nnc(C4CC4)s3)coc2c1,9%,i,0.0%,2%,8%,6%,7%,12%,-0.5,51,
Cc1ccc(C(C(=O)NC2CCCC2)N(C(=O)Cc2cccs2)c2cccc(C)c2C)o1 (stereo unspecified),-4%,i,-0.4%,5%,1%,2%,5%,0%,1.2,52,
COc1ccc(Cl)cc1NC(=O)CN(C)C(=O)CNC(=O)C12CC3CC(CC(C3)C1)C2,1%,i,0.0%,5%,0%,4%,10%,3%,1.4,76,Dengue-2 NS5 capping pilot replicate=2.1
Cn1c(=O)c2cc(S(=O)(=O)NCCC(=O)NCCC3=CCCCC3)ccc2n(C)c1=O,1%,i,-0.1%,1%,3%,3%,12%,8%,-0.1,83,
Cc1ccc(OCC(O)CN2CCc3ccccc3C2)c(C)c1 (stereo unspecified),4%,.,-0.2%,10%,-4%,3%,3%,19%,0.7,72,
COc1ccc(C(=O)NCCc2cn3ccc(C)cc3n2)cc1,5%,i,0.3%,5%,-2%,2%,26%,10%,2.2,54,
COc1cccc(N(C(=O)c2nc3nccc(C)n3n2)c2nc3ccccc3s2)c1,34%,i,0.6%,4%,-1%,1%,3%,-1%,-1.3,86,
Cc1oc2cc([N+](=O)[O-])c(O)c([N+](=O)[O-])c2c1C(=O)c1ccc(Cl)cc1,7%,i,-0.2%,15%,62µM*,9%,-19%,-1%,0.8,57,
CC(c1ccco1)N(C(=O)c1ccccc1NS(=O)(=O)c1ccc(Cl)cc1)c1ccccn1 (stereo unspecified),-4%,i,-0.2%,8%,.,6%,5%,4%,3.5,49,
COc1cc(C(=O)OCC(=O)Nc2cc(C)on2)cc(OC)c1OC,-8%,i,0.2%,-2%,-6%,1%,2%,1%,-1.0,58,
Cc1ccc(CN2CC(C(=O)Nc3ccc(S(=O)(=O)Nc4cc(C)nc(C)n4)cc3)CC2=O)cc1 (stereo unspecified),0%,i,0.3%,10%,1%,3%,5%,14%,-1.0,53,
CCCC(O)(c1ccc(OC)cc1)C(CN1CCOCC1)c1ccc(Cl)cc1 (stereo unspecified),-8%,.,-0.3%,7%,-3%,-5%,-5%,6%,4.9,70,
C/C(=N\NS(C)(=O)=O)c1ccccc1,3%,i,0.7%,-5%,-6%,4%,2%,0%,-1.1,69,
O=C(Nc1cccc2nsnc12)C1CC(=O)N(c2ccccc2)C1 (stereo unspecified),6%,i,0.0%,4%,19%,5%,31%,6%,2.4,48,
Cc1ccc2c(c1)-c1c(cnn1CC(=O)NC(C)CCc1ccco1)CO2 (stereo unspecified),-6%,i,-0.1%,16%,3%,-2%,12%,14%,2.1,89,
CSc1cccc(NC(=O)CCCOc2ccc(Cl)cc2C)c1,-4%,i,-0.1%,18%,-6%,-1%,4%,2%,-0.4,71,
Cc1ccc(SC(CC(=O)c2ccc(C(C)(C)C)cc2)C(=O)O)cc1 (stereo unspecified),10%,i,0.5%,26%,.,.,16%,10%,1.2,32,
O=C(CNC(=O)c1ccc(N2C(=O)c3ccccc3C2=O)cc1)OCC(=O)c1cccc2ccccc12,2%,i,0.0%,20%,-4%,6%,17%,13%,0.1,63,
O=C(C(c1ccccc1)N1CCOCC1)N1CCOCC1 (stereo unspecified),16%,i,-0.4%,0%,-3%,-5%,-2%,12%,0.3,60,
COCCOC(=O)C1=C(C)NC(C)=C(C(=O)OCCOC)C1/C=C/c1ccccc1OC,-3%,i,-0.6%,15%,8%,-1%,-2%,-4%,-0.2,31,
Cc1ccccc1-n1ncc(C(C)NC(=O)c2ccccc2)c1C (stereo unspecified),16%,i,-0.1%,-1%,-2%,4%,-7%,-2%,-1.4,84,
Cc1cccc(C)c1OCc1nc2ccccc2c(=O)n1/N=C/c1ccc(OCC(=O)O)cc1,15%,i,1.1%,21%,-2%,6%,7%,14%,-1.0,72,

# Going on with the list.
SMILES,GPR35 antagonists,Yfh1-depleted yeast,GPR55 activation,SV40 large T antigen,Dengue-2 NS5 capping,Rac1 GTP hydrolysis,AID2073,GPR55 antagonists,NTR1 agonist,NTR1 agonist cell count 20 µM,others
Cc1ccc(C)c(NC(=O)C2CCCN2C(=O)OC(C)(C)C)c1 (stereo unspecified),-1%,i,-0.2%,20%,-2%,8%,6%,-10%,-0.5,58,
COc1ccc(S(=O)(=O)Nc2cccnc2)c(C)c1C,6%,.,-0.1%,7%,.,7%,11%,-6%,-0.5,46,
O=C(COC(=O)CNC(=O)c1ccccc1)Nc1ccc(S(=O)(=O)N2CCCC2)cc1,1%,i,0.5%,-2%,3%,3%,7%,7%,1.1,64,
C[C@H](NC(=O)N1CCn2c1nc1ccccc12)C(=O)NCc1ccc(F)cc1,-3%,.,-0.2%,11%,-2%,5%,-5%,0%,2.7,60,
Cc1nc2nc(COc3ccccc3)[nH]n2c(=O)c1Cc1ccccc1,4%,i,-0.1%,.,-1%,1%,34%,7%,-2.3,77,
COc1ccc(NC(=O)CCC(=O)Nc2cc(OC)c(NC(=O)c3ccco3)cc2OC)c(OC)c1,4%,.,0.3%,8%,6%,5%,14%,2%,0.9,48,
CCOC(=O)c1cc2sc(C)cc2n1C(C)C(=O)OCC (stereo unspecified),-24%,i,0.2%,5%,-8%,6%,2%,6%,-0.1,60,
CC(C)(C)NC(=O)NCc1cccnc1,-22%,i,-0.2%,10%,2%,4%,7%,3%,0.2,43,
O=C(c1noc2c1CCc1ccccc1-2)N1CCOCC1,-12%,i,-0.1%,3%,1%,3%,0%,10%,3.3,77,
Cc1ccc(COc2coc(CO)cc2=O)cc1,-5%,i,0.2%,9%,-11%,11%,10%,8%,0.5,77,
COC(=O)c1ccc(CC(=O)c2c(C)cc(O)cc2O)o1,7%,i,-0.2%,?,12%,-3%,-7%,12%,-1.0,84,
O=C(Nc1nnc(S(=O)(=O)N2CCOCC2)s1)c1ccccc1,-4%,.,-0.1%,4%,-3%,9%,20%,6%,-1.9,70,
O=C(N/N=C/c1ccccc1[N+](=O)[O-])c1cccs1,4%,i,-0.1%,16%,-4%,5%,0%,15%,0.2,70,
CCOc1ccccc1-n1c(N)c(C(N)=O)sc1=S,8%,i,0.1%,-2%,-3%,-1%,-33%,-1%,0.5,97,
CN(C)S(=O)(=O)c1cccc(N=C2NN=C(c3ccccc3)CS2)c1,0%,i,0.2%,17%,.,.,16%,6%,.,.,
CCOC(=O)c1c(S(=O)(=O)NCC2CCN(CCc3cccs3)CC2)c(C)n(C)c1C,7%,.,0.0%,11%,-12%,5%,2%,15%,0.8,76,
Cc1sc2ncn(CC(=O)Nc3cccc(S(N)(=O)=O)c3)c(=O)c2c1-c1ccccc1,8%,i,-0.1%,25%,0%,7%,12%,4%,-1.1,63,
CN(Cc1nc2ccccc2n1C)C(=O)c1ccco1,4%,.,0.2%,24%,-3%,3%,4%,10%,1.1,66,
COc1ccccc1/C=C/C(=O)c1c2c(c(C)[nH]c1=O)CCCC2,26%,i,0.2%,6%,4%,10%,9%,9%,6.1,76,
CCN1/C(=C/C(=O)c2ccco2)Sc2ccccc21,7%,i,-0.3%,11%,2%,14%,33%,-11%,0.4,42,
Cc1ccc(C)c(NC(=O)C2CCN(C(=O)c3cccs3)CC2)c1,-4%,.,0.1%,1%,7%,11%,21%,-12%,-2.0,61,
CN(C)c1ccc(C(=O)OCC(=O)NC2CCCCC2)cc1,-22%,i,0.2%,4%,-2%,4%,1%,-4%,5.1,46,
Cc1cc(=O)n(C)c(=O)n1CCCCCCOc1cccc([N+](=O)[O-])c1,19%,i,0.1%,5%,-4%,1%,0%,1%,0.5,56,
Cc1cc(C)n(CCOC(=O)c2sc3ccccc3c2Cl)n1,-2%,i,26%,-2%,.,15%,-3%,0%,5.4,42,
CC[n+]1c(C)sc2sc3ccccc3c21,2%,i,-0.1%,50%,.,.,29%,4%,0.3,61,

# Next part.
SMILES,GPR35 antagonists,Yfh1-depleted yeast,GPR55 activation,SV40 large T antigen,Dengue-2 NS5 capping,Rac1 GTP hydrolysis,AID2073,GPR55 antagonists,NTR1 agonist,NTR1 agonist cell count 20 µM,others
O=C(NCCCn1ccnc1)/C(=C\c1ccccc1Cl)NC(=O)c1ccccc1,-1%,.,0.2%,25%,-4%,5%,-4%,6%,1.3,70,
Cc1ccc(OC(C)C(=O)N2CC(=O)Nc3ccccc32)cc1 (stereo unspecified),-11%,.,0.0%,-28%,2%,1%,6%,-11%,0.5,45,
COc1ccc(C2OC(=O)c3ccccc3S2)cc1 (stereo unspecified),-1%,i,0.6%,4%,-12%,2%,11%,5%,1.6,55,
Cc1cccc(OCc2nc(-c3ccc(Br)o3)no2)c1,-9%,i,0.2%,9%,-5%,13%,-8%,-1%,1.4,51,
CCc1nnc(N/N=C/c2c(Cl)cccc2Cl)n1N,4%,i,-0.1%,19%,-1%,7%,-8%,7%,0.5,76,
CC(C)(C)C(=O)Nc1ccccc1C(=O)N1CCCC1,7%,.,-0.1%,23%,4%,10%,-13%,12%,0.0,52,
COc1ccc(/C=N/NC(=O)c2ccccc2[N+](=O)[O-])cc1CN1CCc2cc(OC)c(OC)cc2C1C (stereo unspecified),-6%,i,-0.2%,5%,-6%,6%,14%,11%,-1.1,57,
COc1ccc2sc(C)nc2c1NC(C)=O,7%,i,-0.1%,7%,-3%,3%,0%,0%,-1.2,46,
Cn1c(Cn2nnc3ccccc32)nnc1SCC(=O)c1ccccc1F,-8%,i,0.1%,4%,0%,9%,-19%,-2%,2.1,56,
